Source: PubChem BioAssay (several laboratories)
Kir21 block – Kir2.1 (mouse) channel inhibition | P35561 | HEK293-Kir2.1, FluxOR thallium flux fluorescence; hits give low values | B-score at 10 µM | hit rate 0.85% among 310,000;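 active = fluorescence ratio B-score at or below minus 3 SD of library scores, with starting-brightness B-score within 2 SD, cut at about -4.2 in these data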;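 note: channel flux triggered by added potassium and thallium sulfate stimulus; B-score of peak minus minimum fluorescence over baseline after thallium stimulus; more negative B-score means stronger Kir2.1 block with less thallium influx; some compounds called inactive have numbers as strong as hits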
Target sequence (P35561 whole entry, looked up): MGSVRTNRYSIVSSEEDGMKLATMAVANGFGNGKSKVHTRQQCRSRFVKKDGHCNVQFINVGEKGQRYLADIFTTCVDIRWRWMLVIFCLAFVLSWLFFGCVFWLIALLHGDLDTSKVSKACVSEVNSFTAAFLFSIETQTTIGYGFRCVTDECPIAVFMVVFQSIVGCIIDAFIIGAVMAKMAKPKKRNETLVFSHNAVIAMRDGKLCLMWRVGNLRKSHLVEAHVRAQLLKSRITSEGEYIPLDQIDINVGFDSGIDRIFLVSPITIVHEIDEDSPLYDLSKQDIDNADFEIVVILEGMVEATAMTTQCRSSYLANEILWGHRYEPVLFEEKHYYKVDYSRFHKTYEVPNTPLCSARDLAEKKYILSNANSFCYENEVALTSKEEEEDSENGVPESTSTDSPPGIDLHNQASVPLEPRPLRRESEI
STK33 inh – inhibitors of human STK33 kinase; AID 2661; inhibition, % at 10 µM; purified STK33, MBP phosphorylation, ADP-Glo luminescence; Q9BYT3; hit rate 0.073% among 320,000;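 active = inhibition at or above 25%, using the most active replicate where run in duplicate; inactive = inhibition below 25%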
Target sequence (Q9BYT3 whole entry, looked up): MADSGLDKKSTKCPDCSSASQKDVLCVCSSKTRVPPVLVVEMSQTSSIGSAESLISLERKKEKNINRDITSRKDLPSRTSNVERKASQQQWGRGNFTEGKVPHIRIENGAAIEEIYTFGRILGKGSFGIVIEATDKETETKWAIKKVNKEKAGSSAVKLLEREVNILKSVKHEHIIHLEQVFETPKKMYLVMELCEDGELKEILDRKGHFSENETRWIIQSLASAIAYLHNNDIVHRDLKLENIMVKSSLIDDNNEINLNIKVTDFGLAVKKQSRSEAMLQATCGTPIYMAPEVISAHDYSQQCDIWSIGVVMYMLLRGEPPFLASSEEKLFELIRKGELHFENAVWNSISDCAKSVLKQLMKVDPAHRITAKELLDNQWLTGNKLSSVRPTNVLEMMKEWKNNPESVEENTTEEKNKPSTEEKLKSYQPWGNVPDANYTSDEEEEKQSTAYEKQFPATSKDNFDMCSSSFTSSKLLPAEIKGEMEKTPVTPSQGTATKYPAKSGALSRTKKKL
An asterisk follows results filed as active; . = not tested or not shown.

Results follow in this order: Kir21 block | STK33 inh
#1 CC(=O)Oc1ccc(CCC(C)OC(C)=O)cc1 (stereo not drawn)
    -0.85 | -1.6
#2 CCc1cccc(C)c1NC(=O)COC(=O)c1c2c(nc3ccccc13)/C(=C\c1cccs1)CCC2
    -1.63 | -2.1
#3 CCCOc1ccccc1/C=C1\SC(N2CCCCC2)=NC1=O
    0.75 | -1.0
#4 Cc1nc(N2CCc3ccccc3C2)[nH]c(=O)c1CCC(C)C
    0.16 | -1.3
#5 CC(C)Oc1cccc(-c2cc(C(=O)NN3CCOCC3)c3ccccc3n2)c1
    1.27 | 0.5
#6 CCOC(=O)c1ccc(NC(=S)N(CCCN(CC)CC)Cc2ccco2)cc1
    0.24 | -1.1
#7 O=C(Nc1ccccn1)C1CCN(S(=O)(=O)c2cccs2)CC1
    -0.92 | 1.1
#8 Cn1c(CN2CCN(c3ccccc3NS(C)(=O)=O)CC2)nc2ccccc21
    -0.25 | 0.9
#9 O=C1C=C(c2ccccc2)C[C@H](c2cccs2)[C@H]1n1cnc([N+](=O)[O-])c1
    0.02 | -1.3
#10 CC(C)(C)C(=O)Nc1sc2c(c1C#N)CCCCC2
    -0.25 | 0.2
#11 O=C(CCNc1n[nH]c(=O)[nH]c1=O)N1CCOCC1
    -0.03 | -2.1
#12 CCOC(=O)N1CCC(N2C(=O)c3ccc(C(=O)Nc4cccc(OC)c4)cc3C2=O)CC1
    2.3 | -0.3
#13 C/C(=N\NC(=O)c1cccs1)c1ccc2c(c1)OCO2
    -0.82 | 0.3
#14 CSC1=NCCN1C(=O)c1ccc(S(=O)(=O)N2CCOCC2)cc1
    1.04 | -0.8
#15 C=CCc1ccc(OCCOCCNCCCC)c(OC)c1
    -0.34 | -1.0
#16 COc1ccc(/C=C/C(=O)Nc2nnc(C(C)C)s2)cc1OC
    -2.54 | -0.7
#17 COC(=O)C(CC(=O)c1ccc(Cl)cc1)c1ccc(C)cc1 (stereo not drawn)
    0.05 | -0.2
#18 FC(F)(F)c1ccnc(N2CCN(Cc3cnc(-c4ccccc4)[nH]3)CC2)c1
    -1.36 | 11.9
#19 CCN(CC)C(=O)c1ccc2nc3ccccc3nc2c1
    0.57 | -0.5
#20 CCOC(=O)CSc1nc2ccccc2n2cnnc12
    0.17 | -1.5
#21 COC(=O)c1ccc(CSc2nc3ccccc3[nH]2)o1
    -2.38 | 0.1
#22 Cc1ccc(N=CC2=C(O)CC(C)(C)CC2=O)nc1
    -0.19 | -0.9
#23 COc1ccc(C(=O)NC2CCN(CC(=O)NCc3ccccc3)CC2)cc1
    0.72 | -0.3
#24 COc1ccc(C2(CNC(=O)/C=C/c3ccco3)CCCC2)cc1OC
    -1.61 | -2.4
#25 O=C(c1ccc2oc(CCCc3ccccc3)nc2c1)N1CCCCC1CO (stereo not drawn)
    0.26 | 0.1
#26 C=CCn1c(SCC(=O)C23CC4CC(CC(C4)C2)C3)nc(O)cc1=O
    -0.78 | -1.9
#27 CCOC(=O)N1CCN(c2nc3ccccc3nc2C(C#N)S(=O)(=O)c2ccc(C)cc2)CC1 (stereo not drawn)
    -0.03 | -1.3
#28 CC1CCN(S(=O)(=O)Cc2ccccc2Cl)CC1
    0.49 | -1.8
#29 COc1ccc(-n2c(=O)c3ccccc3n(CC(=O)NC3CCCC3)c2=O)cc1
    0.35 | 0.4
#30 CCCCCc1nc2c(=O)[nH]c3ccccc3c2o1
    0.85 | 1.0

Single records (already shown). Screens in order: Kir21 block	STK33 inh
CCOC(=O)N1CCN(c2nc3ccccc3nc2C(C#N)S(=O)(=O)c2ccc(C)cc2)CC1 (stereo not drawn) is listed with -0.03	-1.3
CCc1cccc(C)c1NC(=O)COC(=O)c1c2c(nc3ccccc13)/C(=C\c1cccs1)CCC2 is listed with -1.63	-2.1

The results go on.
Results follow in this order: Kir21 block | STK33 inh
#31 COC(=O)[C@H](Cc1ccccc1)NS(=O)(=O)N[C@@H](Cc1ccccc1)C(=O)OC
    . | -0.3
#32 Cc1ccc(NS(=O)(=O)c2ccc3c(c2)c(=O)n(C)c(=O)n3C)cc1F
    0.4 | -2.1
#33 COC(C(=O)Nc1cccc(F)c1)c1ccccc1 (stereo not drawn)
    1.03 | -1.1
#34 Cc1ccccc1Oc1nc2ccccc2n2cnnc12
    -0.07 | -0.6
#35 O=C(/C(Cl)=C/Nc1ccc(Br)cn1)C(F)(F)F
    1.94 | -1.4
#36 CC(C)c1c(O)nc(SCC(=O)N2CCCCC2)[nH]c1=O
    -1.53 | -0.8
#37 CC(C)(C)NC(=O)COC(=O)c1ccc(Cl)cc1O
    0.58 | -1.1
#38 COc1cc(NC(=O)c2c3c(nc4ccccc24)CCC3)cc(OC)c1
    -0.29 | -1.0
#39 Fc1cccc(CCN2CCNC[C@@H]2CC2CCCCC2)c1
    . | -0.4
#40 Cc1ccc(C(=O)COC(=O)CCS(=O)(=O)c2ccccc2)cc1[N+](=O)[O-]
    . | -1.1
#41 CCOC(=O)c1c(NC(=O)CC2SC(=NC)N(C)C2=O)sc(C)c1C (stereo not drawn)
    0.04 | -0.9
#42 CN(C)S(=O)(=O)n1ccnc1
    0.78 | -0.9
#43 Cc1ccc2sc(N(CCCN(C)C)C(=O)CCS(=O)(=O)c3ccccc3)nc2c1C
    -2.16 | -1.9
#44 COCCn1nnnc1C(c1cccs1)N1CCN(c2cc(C)ccc2C)CC1 (stereo not drawn)
    -0.96 | 0.6
#45 Cc1ccc(Nc2cc(=O)[nH]c(=O)[nH]2)cc1Cl
    0.3 | .
#46 CCCCC(O)(c1ccc(F)cc1)C(CN1CCOCC1)c1ccc(Cl)cc1 (stereo not drawn)
    -0.71 | -1.5
#47 O=C(CC(=O)c1ccccc1O)c1ccc(F)cc1
    1.09 | -0.6
#48 COc1ccc(/C=N/NC(=O)c2cccnc2)cc1O
    -1.29 | -0.6
#49 Cc1ccc(-c2c(C(=O)N/N=C/C3CC=CCC3)nnn2-c2nonc2N)cc1 (stereo not drawn)
    0.42 | -0.4
#50 Cc1cccc(C(=O)Nc2ccc(C(=O)/C=C/c3cccnc3)cc2)c1
    -0.68 | 0.6
#51 CC1=NN(C(=O)c2ccc(Cn3ccc([N+](=O)[O-])n3)cc2)C(O)(C(F)(F)F)C1 (stereo not drawn)
    0.14 | -1.5
#52 O=C(COC(=O)c1ccc(Cl)c(S(=O)(=O)N2CCCCCC2)c1)Nc1ccccc1
    -0.55 | 2.8
#53 COc1ccc(N(C(=O)CCC(=O)Nc2cc(C)on2)C(C(=O)NC2CCCC2)c2ccco2)cc1 (stereo not drawn)
    0.51 | 0.2
#54 COc1cc(C(=O)NC2CCN(Cc3ccccc3)CC2)cc(Cl)c1OC(C)C
    -1.46 | -1.0
#55 O=C(CCn1cnc(-c2ccccc2)c1-c1ccccc1)N/N=C/c1ccc(O)cc1
    -1.18 | -0.7
#56 Cc1ccccc1C1NC(=O)Cc2ccccc21 (stereo not drawn)
    1.29 | -0.4
#57 CCc1cccc(C)c1NC(=O)Nc1ccc2c(c1)OCO2
    -0.11 | -2.0
#58 COc1cccc(CN2CC(C(=O)N3CCN(c4ccc(Cl)cc4)CC3)CCC2=O)c1 (stereo not drawn)
    2.89 | 0.0
#59 CCSc1nnc(NC(=O)CCNS(=O)(=O)c2cc(Br)cnc2N)s1
    1.32 | -0.3
#60 Cn1[nH]c(C(F)(F)F)c(C=Nc2ccc(Cl)cc2)c1=O
    -0.57 | 0.6
#61 Cc1ccccc1N1CCN(C2CCCN(C(=O)c3ccccn3)C2)CC1 (stereo not drawn)
    -0.43 | -2.3
#62 O=C(Nc1ccc(-c2csc(Nc3ccccc3)n2)cc1)c1cc([N+](=O)[O-])cc(C(F)(F)F)c1
    0.21 | -1.3
#63 COc1ccc(C(=O)CSc2n[nH]c(-c3ccco3)n2)cc1
    0.89 | 0.2
#64 O=C(c1cc([N+](=O)[O-])ccc1N1CCOCC1)N1CCCC1
    1.25 | -2.0
#65 CC1CCN(C(=O)CCc2nnc3ccc(N4CCC5(CC4)OCCO5)nn23)CC1
    0.37 | -0.1
#66 CCOC(=O)c1c(-c2ccccc2)[nH]c2ccc(O)cc12
    -2.89 | 3.5
#67 O=C1C(=O)N(CCN2CCOCC2)C(c2ccccc2F)/C1=C(\O)c1ccc(S(=O)(=O)N2CCOCC2)cc1 (stereo not drawn)
    0.02 | 0.8
#68 CCOC(=O)c1ccccc1NC(=O)c1ccccc1N(C)S(C)(=O)=O
    -0.68 | 0.7
#69 CN(C)CCCNS(=O)(=O)c1cc(Cl)ccc1Cl
    -0.51 | -0.8
#70 Cc1c(NC(=O)Nc2cccs2)cccc1[N+](=O)[O-]
    -0.3 | -0.2

Part of the list above, with one line to a screen:
(66) CCOC(=O)c1c(-c2ccccc2)[nH]c2ccc(O)cc12
(67) O=C1C(=O)N(CCN2CCOCC2)C(c2ccccc2F)/C1=C(\O)c1ccc(S(=O)(=O)N2CCOCC2)cc1 (stereo not drawn)
(68) CCOC(=O)c1ccccc1NC(=O)c1ccccc1N(C)S(C)(=O)=O
(69) CN(C)CCCNS(=O)(=O)c1cc(Cl)ccc1Cl
compound no. | 66 | 67 | 68 | 69
Kir21 block | -2.89 | 0.02 | -0.68 | -0.51
STK33 inh | 3.5 | 0.8 | 0.7 | -0.8

In the list so far, these contain a tert-butyl group.
Results follow in this order: Kir21 block | STK33 inh
#10 CC(C)(C)C(=O)Nc1sc2c(c1C#N)CCCCC2
    -0.25 | 0.2
#37 CC(C)(C)NC(=O)COC(=O)c1ccc(Cl)cc1O
    0.58 | -1.1

Later entries.
Results follow in this order: Kir21 block | STK33 inh
#71 O=C(CC(=O)c1c(F)cccc1Cl)c1ccccc1O
    2.77 | 0.8
#72 COCC(=O)N(Cc1cc2ccccc2[nH]c1=O)c1ccc(OC)cc1
    2.24 | -3.1
#73 O=C(Cn1c(NCCO)nc2ccccc21)c1ccc(Cl)cc1
    0.05 | -1.5
#74 COc1ccccc1C(=O)Nc1cccc(C(=O)c2ccccc2)c1
    -0.59 | 1.3
#75 O=C(O)COc1ccccc1Cc1ccccc1
    0.14 | 0.0
#76 Cc1ccc(S(=O)(=O)N2CCCC2C(=O)Oc2ccccc2)cc1 (stereo not drawn)
    -0.14 | 0.9
#77 CC(=O)N1CCN(c2ccccc2NC(=O)c2ccc(C#N)cc2F)CC1
    -0.01 | 0.0
#78 COc1ccc2nc(SCC(=O)NC3CCCCC3)[nH]c2c1
    -0.99 | 0.4
#79 CCOc1ccccc1N1CCN(C(=O)COc2ccc3c(C)cc(=O)oc3c2)CC1
    -2.26 | 1.3
#80 COc1ccccc1NC(=O)CN(C)S(=O)(=O)c1ccc2c(c1)CCC(=O)N2
    1.11 | -0.1
#81 CC(C)Nc1oc(-c2cccc3ccccc23)nc1C#N
    -0.55 | -0.4
#82 COc1ccc(S(=O)(=O)N2CCN(C(=O)CN3C(=O)NC(C)(c4ccc5ccccc5c4)C3=O)CC2)cc1 (stereo not drawn)
    -0.06 | -1.0
#83 O=C(CCNS(=O)(=O)c1ccc(Cl)cc1)N1CCCC1
    -0.2 | -1.1
#84 O=C1CCCN1c1ccc(S(=O)(=O)NCCOc2ccccc2)cc1
    1.31 | -0.1
#85 CCn1ncc(Br)c1C(=O)Nc1cc(C)ccc1F
    0.23 | 0.1
#86 COc1ccc(-c2noc(N3CCC(C(=O)Nc4ccccc4F)CC3)n2)cc1
    0.51 | -0.4
#87 O=C(Nc1ccc2c(c1)OCCO2)c1cc(-c2ccccn2)nc2ccc(Br)cc12
    0.2 | 0.4
#88 CC(=O)c1sc(NC(=O)CN2C(=O)C3CC=CCC3C2=O)nc1-c1ccccc1 (stereo not drawn)
    -2.04 | .
#89 O=C(NCCN1CCOCC1)c1sc2cc(Cl)ccc2c1Cl
    -0.01 | -1.8
#90 O=C(c1ccccc1)N1N=C(c2ccccc2O)CC1c1ccccc1 (stereo not drawn)
    0.31 | -0.6
#91 CC(C)(C)OC(=O)N1CCC(c2c(C(=O)NC3CC3)cnn2-c2ccc(Cl)cc2)CC1
    3.33 | -0.6
#92 CCN1C(C)=C(C)S/C1=C1\SC(=S)N(C2CCCCC2)C1=O
    0.11 | -1.1
#93 CCN(CC)C(=O)c1sc(NC(=O)c2cccc([N+](=O)[O-])c2)c(C#N)c1C
    0.91 | -0.6
#94 CCCCOn1c(C)c(C(=O)OCC)c2c3no[n+]([O-])c3ccc21
    1.25 | 4.9
#95 COc1ccc2nc(NC(=O)Cn3cnc4ccccc4c3=O)sc2c1
    2.87 | -0.1
#96 CN(c1ccccc1)S(=O)(=O)c1ccc2ccccc2c1
    -0.01 | -1.9
#97 CCN(CC(=O)NCc1cccs1)C(=O)c1cccc(S(=O)(=O)Nc2ccc(OC)cc2)c1
    -0.58 | 0.0
#98 Cc1ccc(-n2c(SCc3ccc(C#N)cc3)nnc2-c2ccccn2)cc1
    -1.56 | -4.2
#99 C#CC1(O)CC(C)NCC1(C)CCC#N (stereo not drawn)
    -0.36 | 5.7
#100 COCCNC(=O)CCCn1c(=O)c2cc(OC)c(OC)cc2n(CC(=O)c2ccccc2)c1=O
    0.19 | -1.2
#101 COc1ccccc1CNC(=O)c1cc(C(C)C)nc2ccccc12
    -0.49 | -0.7
#102 Cc1[nH]c2ccccc2c1-c1csc(NC(=O)CSCC(=O)O)n1
    -0.63 | 0.0
#103 COc1cccc(/C=C2\SC(=S)N(CCC(=O)Nc3ccc(O)cc3)C2=O)c1
    0.47 | -0.1
#104 COCCCn1c(=O)c2ccccc2n(CC(=O)NC2CCCCC2)c1=O
    -1.29 | 0.7
#105 COc1ccc(C(C#N)N2N=C(C)CC2c2ccccc2)cc1OC (stereo not drawn)
    0.02 | -1.2
#106 Cc1cc(O)c(Sc2ccccc2)c(=O)o1
    0.04 | -1.2
#107 COc1cccc(NC(=O)c2cccc(Cl)c2)c1
    . | 2.2
#108 CC1CCCCC12NC(=O)N(CC(=O)NCc1ccccc1)C2=O (stereo not drawn)
    . | -0.6
#109 Cc1ccc(NC(=O)CCc2nnc3ccc(N4CCN(C)CC4)nn23)cc1F
    0.62 | -1.8
#110 Cc1cccc(NC(=O)c2ccccn2)c1C
    -0.37 | -0.7
#111 COc1ccc(P(=O)(COc2ccc([N+](=O)[O-])cc2)c2ccc(OC)cc2)cc1
    -0.13 | -1.6
